High-throughput results from PubChem.
VCAM1 TNFa inh: inhibitors of TNFa-induced VCAM1 expression, primary screen, imaging, HUVEC, TNFa stimulus, immunofluorescence | HUVEC TNFa-induced VCAM-1 immunofluorescence, high-content imaging | inhibition, % at 2 µM | actives 0.48% (n = 95,000) | AID 802, 2007;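 active = inhibition above the batch mean plus 3 SD, with images confirmed as a hit by eye, cut at about 37% in these data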;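 note: 0% = TNF-stimulated DMSO wells and 100% = unstimulated control wells; not every result past the cut was called active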
CYP2C9 activ: human CYP2C9 activators, primary screen, biochemical, luminescence. actives 1.4% (n = 96,000). activation factor at 5 µM. AID 1024, 2008. recombinant CYP2C9, luciferin-H conversion; stronger effect = higher value; factor 1 = untreated enzyme, 0 = blocked;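 active = activation factor of 2 or more for CYP2C9 at a 5 µM dose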;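 note: 0 = sulfaphenazole-blocked wells and 1 = vehicle-only wells; values of inactives mirror those of a sister screen read the other way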
Target sequence (P11712 whole entry, looked up): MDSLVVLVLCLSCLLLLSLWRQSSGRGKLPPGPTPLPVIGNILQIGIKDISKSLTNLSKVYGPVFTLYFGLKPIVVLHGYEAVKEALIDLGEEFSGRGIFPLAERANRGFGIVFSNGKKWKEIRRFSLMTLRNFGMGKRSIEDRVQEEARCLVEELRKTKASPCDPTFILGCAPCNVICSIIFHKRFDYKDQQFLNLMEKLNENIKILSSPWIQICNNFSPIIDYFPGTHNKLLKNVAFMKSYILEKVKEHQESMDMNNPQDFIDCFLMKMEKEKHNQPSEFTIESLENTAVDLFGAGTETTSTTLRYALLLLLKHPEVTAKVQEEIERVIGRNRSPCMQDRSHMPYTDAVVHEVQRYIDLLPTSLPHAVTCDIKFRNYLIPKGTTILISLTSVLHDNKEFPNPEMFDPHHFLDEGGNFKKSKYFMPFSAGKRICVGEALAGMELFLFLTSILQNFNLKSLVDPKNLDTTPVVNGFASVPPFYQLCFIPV
CYP2C19 activ: human CYP2C19 activators, primary screen, biochemical, luminescence | Cytochrome P450 2C19 (Homo sapiens), P33261 | recombinant CYP2C19, luciferin-H EGE luminescence; stronger effect = higher value; 0 = fully inhibited enzyme, 1 = untreated enzyme | activation factor at 5 µM | 96,000 tested, under 10 active | AID 1025, 2008;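 active = activation factor of at least 2 at 5 µM in the primary screen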;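 note: 0 = wells with 2.5 mM tranylcypromine and 1 = vehicle-only wells; values of inactives mirror those of a sister screen read the other way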
Calb biofilm kill: clotrimazole potentiators killing Candida biofilms, primary screen, with clotrimazole, Alamar Blue; C. albicans biofilm + clotrimazole; inhibition, % at 6 µM; actives 0.14% (n = 85,000);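 active = inhibition above 20%; inactive = inhibition below 20%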;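 note: preformed 24 hr biofilms exposed to compound for 48 hr; 0% = biofilm without compound and 100% = blank killed by clotrimazole plus chlorhexidine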
CYP2C9 inhib: blockers of cytochrome P450 2C9 activity – biochemical, luminescence, ADME assay, primary screen; P11712; inhibition, % at 5 µM; CYP2C9 Supersomes, luciferin-H conversion; actives 20% (n = 96,000);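 active = blocking of liver enzyme CYP2C9 beyond about 50% at 5 µM, limit read from the data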; note: values of inactives mirror those of a sister screen read the other way
HUVEC tox IL1B: cytotoxicity in IL-1B stimulated HUVEC, primary screen, cytotoxicity control for IL-1B NFkB translocation project, imaging, Hoechst nuclear count, IL-1B stimulus | HUVEC cell count loss | cell count reduction, % at 2 µM | actives 0.41% (n = 94,000) | AID 845, 2007;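 active = cell count reduction more than 3 SD above the screen-wide mean, cut at about 70% in these data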;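 note: normalized per plate to untreated control cells as the no-loss baseline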
hDAT+cocaine: changed hDAT dopamine uptake under cocaine IC80, either direction, primary screen, cocaine antagonist project, cell-based, LLC-PK1 hDAT, [14C]-dopamine uptake, MLSMR | LLC-PK1 hDAT cells, [14C]-dopamine uptake with cocaine IC80; actives deviate in either direction | B-score at 10 µM | actives 1.3% (n = 110,000);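 active = Z score or B-score, a plate-position-corrected score, falls beyond the plate's 99.7% confidence bounds, in either direction; inactive = both scores lie inside the 99.7% bounds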;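 note: scored against the spread of the other compound wells on the same plate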
Target sequence (Q01959 whole entry, looked up): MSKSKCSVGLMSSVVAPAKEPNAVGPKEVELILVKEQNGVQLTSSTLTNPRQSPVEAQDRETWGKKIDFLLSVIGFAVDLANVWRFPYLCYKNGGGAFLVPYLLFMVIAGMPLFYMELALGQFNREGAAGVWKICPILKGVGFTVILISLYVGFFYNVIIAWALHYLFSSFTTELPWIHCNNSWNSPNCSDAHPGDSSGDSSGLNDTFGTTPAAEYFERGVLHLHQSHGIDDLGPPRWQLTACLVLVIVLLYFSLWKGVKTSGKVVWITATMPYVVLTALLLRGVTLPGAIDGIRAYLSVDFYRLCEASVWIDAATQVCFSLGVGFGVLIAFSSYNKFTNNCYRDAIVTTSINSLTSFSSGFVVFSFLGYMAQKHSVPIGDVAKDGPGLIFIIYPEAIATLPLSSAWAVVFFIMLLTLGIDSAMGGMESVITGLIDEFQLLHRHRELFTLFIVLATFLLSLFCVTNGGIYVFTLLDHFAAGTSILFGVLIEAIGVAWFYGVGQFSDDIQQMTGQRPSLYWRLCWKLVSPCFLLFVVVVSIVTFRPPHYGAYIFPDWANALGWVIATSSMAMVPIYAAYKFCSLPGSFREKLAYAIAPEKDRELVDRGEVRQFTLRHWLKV
TNFa cytotox: cytotoxicity in TNFa-stimulated HUVEC, primary screen, cytotoxicity control for VCAM1 expression modulator project, imaging, Hoechst nuclei count | HUVEC TNFalpha-stimulated, Hoechst cell count | cell count reduction, % at 2 µM | actives 0.17% (n = 93,000) | AID 848, 2007;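 active = cell count reduction exceeding the screen mean by over 5 SD, scaled to untreated wells per plate, cut at about 78% in these data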;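 note: cells counted after 24 h of TNF alpha exposure following the 1 h pretreatment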
CYP2C19 inh: blockers of cytochrome P450 2C19 activity – biochemical, luminescence, ADME assay, primary screen; CYP2C19 Supersomes, luciferin-H EGE luminescence, 30 min; actives 21% (n = 96,000); AID 778, 2007; inhibition, % at 5 µM; P33261;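 active = CYP2C19 inhibition above a set limit at 5 µM in the primary screen, cut at about 50% in these data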;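 note: plate controls were negative control wells for no effect and 2.5 mM tranylcypromine positive control for full effect; values of inactives mirror those of a sister screen read the other way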
* = called active by the depositor; · = no result given.

SMILES	VCAM1 TNFa inh	CYP2C9 activ	CYP2C19 activ	Calb biofilm kill	CYP2C9 inhib	HUVEC tox IL1B	hDAT+cocaine	TNFa cytotox	CYP2C19 inh
CCSc1nc2c(sc3nc(C)cc(C)c32)c(=O)[nH]1	6	0.4	0.9	·	58*	-37	·	-5	14
Cc1ccccc1NC(=O)c1cccc2nccnc12	16	0.8	0.9	7	19	0	-0.85	-8	12
CSc1nsc(SCCN2C(=O)c3ccccc3C2=O)n1	3	0.5	0.2	9	52*	-41	-0.37	6	80*
COc1ccc(CC(=O)c2ccccc2C(=O)O)cc1	-25	1	1	0	2	6	-0.3	-15	0
CCOC(=O)C1=C(C)Nc2ccccc2N=C1NC(=O)c1cccc(S(=O)(=O)NCc2ccccc2)c1	-14	0.7	1.1	·	33	-14	-0.55	0	-7
N#C/C(=C\c1cc([N+](=O)[O-])c(N2CCCCC2)cc1N1CCCCC1)c1nn(-c2ccccc2)c(N)c1C#N	5	0	0.3	·	97*	-88	0.048	4	69*
Cc1ccc(-n2c(SCC(=O)Nc3ccc4cn[nH]c4c3)nnc2-c2ccco2)cc1	18	0.5	0.9	8	46	1	0.74	-3	10
C(=N\c1nccs1)/c1cccnc1	8	·	·	-2	·	-31	0.15	-14	·
N#Cc1nc(COc2ccccc2Cl)oc1NCc1ccco1	-2	0.6	0.8	8	44	16	0.26	8	20
O=C1N/C(=C/c2ccc(N3CCOCC3)cc2)C(=O)N1Cc1ccc(F)cc1	-5	0.9	0.7	·	7	-37	-0.77	-34	26
CC1(C)c2ccccc2N2CC(=O)NC21/C=C/c1ccco1 (stereo unspecified)	-14	0.9	0.8	2	11	-4	1.4	3	25
COc1ccc2[nH]c3c(NCCN4CCCCC4)ncnc3c2c1	-18	1.1	1	-1	-8	-3	-0.35	1	-1
COc1ccc(CN(C(=O)CN2C(=O)COc3ccccc32)C2CCCC2)c(OC)c1	-4	0.6	0.6	-2	44	15	1.3	-10	44
CCc1ccc(CN/C=C/C(=O)c2ccc(Br)cc2)cc1	21	1	1	7	2	-24	0.18	8	1
CC1(C)CC2(CC(C)(C(=O)CSc3nc4ccccc4s3)OC2=O)C(=O)O1 (stereo unspecified)	10	1.2	0.8	6	-24	-4	0.032	-2	16
O=c1c2ccccc2oc2nc(C3CCCCC3)n(Cc3ccco3)c(=O)c12	6	0.8	0.5	-1	20	-15	-0.4	-48	51*
COc1ccccc1C1N(c2cc(Cl)ccc2OC)C(=O)C2CCCN21 (stereo unspecified)	4	1.6	0.7	2	-59	-2	-0.51	-21	32
O=C1CN2C(=Nc3ccc(Cl)cc3C2c2ccccc2)CN1 (stereo unspecified)	·	0.8	0.6	-1	15	·	-1.8	·	44
CCCc1ccc(-c2cc(NC(=O)CSc3n[nH]c(N)n3)n(-c3ccccc3)n2)cc1	14	0.4	0.7	0	58*	-11	0.25	-1	33
Cc1cc(SCC(=O)N/N=C/c2ccc(O)c(O)c2)c(C)cc1Br	9	0.7	0.9	3	26	-3	-0.0059	-7	14

Grouped by structure: those above with bromine.
SMILES	VCAM1 TNFa inh	CYP2C9 activ	CYP2C19 activ	Calb biofilm kill	CYP2C9 inhib	HUVEC tox IL1B	hDAT+cocaine	TNFa cytotox	CYP2C19 inh
CCc1ccc(CN/C=C/C(=O)c2ccc(Br)cc2)cc1	21	1	1	7	2	-24	0.18	8	1
Cc1cc(SCC(=O)N/N=C/c2ccc(O)c(O)c2)c(C)cc1Br	9	0.7	0.9	3	26	-3	-0.0059	-7	14

More records
SMILES	VCAM1 TNFa inh	CYP2C9 activ	CYP2C19 activ	Calb biofilm kill	CYP2C9 inhib	HUVEC tox IL1B	hDAT+cocaine	TNFa cytotox	CYP2C19 inh
O=C(NCC1CCCO1)c1ccc(COCC(F)(F)C(F)F)cc1 (stereo unspecified)	25	0.9	0.5	3	13	-4	-0.072	-16	48
CCN(CC)CCn1c(=S)[nH]c2ccc(Cl)cc2c1=O	16	1	0.9	8	-5	-15	·	-9	6
CN(C)c1ccc(NC(=O)c2cccc(N3C(=O)CCC3=O)c2)cc1	·	0.8	0.8	3	18	·	0.097	·	20
COC(=O)c1ccc(NC(=O)CCNS(=O)(=O)c2cccc3nonc23)cc1	·	0.7	0.3	5	26	·	-0.71	·	72*
CCC(C)(C)n1nnnc1C(c1ccccc1F)N1CCC(C(N)=O)CC1 (stereo unspecified)	-4	0.9	1	4	6	-12	-0.46	-21	0
O=C(NCCCn1ccnc1)/C(=C/c1ccco1)NC(=O)c1ccccc1	5	·	·	·	·	3	-0.43	1	·
COc1ccccc1NC(=O)CCn1cccc1	-1	1.7	0.9	4	-72	18	-0.36	15	12
CCOc1ccc(OCc2ccc(C(=O)Nc3ccc(Cl)cn3)o2)cc1	11	0.5	0.9	6	45	2	-0.062	-26	6
O=C(COc1ccccc1Cl)N1CCN(c2ccc(F)cc2)CC1	10	1.3	0.2	8	-29	-22	-0.44	-10	82*
O=C(O)c1cccc(NS(=O)(=O)c2cccc3nsnc23)c1	-7	0.6	0.9	3	39	7	-0.94	-21	8
COc1ccc(C(=O)Nc2nc3ccccc3[nH]2)cc1S(=O)(=O)N1CCCC1	-7	0.9	0.9	-5	14	9	-1.6	-3	8
CCN(CC)CC(=O)NCC1(c2ccccc2)CCOCC1	7	0.8	1	5	22	4	0.06	-3	-2
O=C(c1ccccc1)[C@H]1CC=CC[C@H]1C(=O)O	4	1	1.1	3	4	-16	1.4	-2	-5
NC(=O)c1noc(C(=O)N(CC(=O)NC2CCCC2)Cc2ccc3c(c2)OCO3)c1N	-7	·	·	-1	·	12	-0.55	-14	·
CCCC1C2C(=O)N(c3ccccc3OCC)C(=O)C2ON1c1ccccc1 (stereo unspecified)	-27	0.5	0.7	8	47	1	-1.3	-27	26
Cc1ccc(C)c(NC(=S)NCc2ccc3c(c2)OCO3)c1	-1	0.9	0.4	·	7	-18	1.1	4	56*
CC(=O)NC1CC2CCCC(C1)N2S(=O)(=O)c1cccc(F)c1 (stereo unspecified)	15	1.3	0.5	6	-28	3	-0.78	-9	47
Cc1cccc2cc(CN(CC3CCCO3)S(=O)(=O)c3ccccc3)c3nnnn3c12 (stereo unspecified)	·	1.1	1.1	1	-6	·	·	·	-15
COc1ccccc1N1CCN(C/C(C)=C/c2ccccc2)CC1	9	0.9	0.8	1	14	-71	0.99	-47	23
Cc1ccccc1NC(=S)NC(NC(=O)c1ccccc1C)C(Cl)(Cl)Cl (stereo unspecified)	2	1	1	·	0	35	-1.6	-12	3
Cc1ccc(Cl)cc1NC(=O)c1cnn2c1NC(c1ccco1)CC2C(F)(F)F (stereo unspecified)	-12	0.6	0.9	1	44	-12	1.4	-5	12
CCOc1ncccc1C(=O)NCc1ccc(OC)cc1	·	0.5	0.5	·	52*	·	1.9	·	52*
CC(C)c1nc(N2CCN(C(=O)c3ccco3)CC2)c2c3c(sc2n1)CCCC3	12	0.4	0.6	-6	58*	-6	1.1	-5	38
O=C(NC1CCCC1)C(c1ccccc1)N(C(=O)c1ccno1)c1ccccc1 (stereo unspecified)	8	·	·	7	·	73*	-0.46	-20	·
CCc1ccc(C(=O)COC(=O)CNC(=O)CNC(=O)Cc2ccccc2)cc1	-10	1	0.9	·	0	26	0.31	20	13
O=C(NCc1ccccc1)NC1(C(=O)N2CCOCC2)CCCCC1	0	0.9	1	5	5	·	0.51	2	-2
CCCc1cc(C(=O)NCCc2ccccc2)no1	·	0.6	0.4	6	40	·	1.2	·	63*
CCc1cccc(C)c1NC(=O)CSc1ncn[nH]1	9	0.9	0.8	8	13	29	-0.0027	0	17
FC(F)(F)c1nnc(-c2ccccc2)nc1Oc1ccccc1	7	1.1	1	·	-9	-3	-0.34	-20	4
COc1ccc(C2CC(c3c(Cl)cccc3Cl)n3nc(N)nc3N2)cc1 (stereo unspecified)	11	1.1	0.4	0	-5	-51	0.93	-18	62*
COc1ccc(OC)c2[nH]c(=O)c(CCNC(=O)c3ccc(S(=O)(=O)N(C)C)cc3)cc12	9	0.7	1	4	33	-55	·	-14	3
COc1ccc(C2N=C(c3ccccc3)C(C)(C)N2O)cc1 (stereo unspecified)	13	0.9	0.2	-3	12	2	0.74	-13	83*
COc1ccc(C(C)=O)cc1COC(=O)Cc1n[nH]c(=O)c2ccccc12	-20	0.6	0.6	7	44	-30	0.12	24	42
COc1ccc(C)cc1NC(=O)c1cnc2scc(C)n2c1=O	·	1	1	4	3	·	-0.87	·	2
CC(Sc1nnc(C2CCCCC2)n1N)C(=O)NCc1ccc2c(c1)OCO2 (stereo unspecified)	14	0.7	0.7	3	31	-13	1.2	-29	32
COc1cccc(NC(=O)C(OC(=O)/C=C/c2ccc3c(c2)OCO3)c2ccccc2)c1 (stereo unspecified)	-8	0.3	0.7	·	69*	-16	0.58	10	29
Cc1nnc(NC(=O)CSc2ncnc3scc(-c4ccccc4)c23)s1	-23	0.8	1.1	·	19	0	0.4	15	-8
COc1ccc(NC(=O)C2=C(C)C(=O)OC23CCC(C)CC3)c(OC)c1 (stereo unspecified)	·	0.2	0.1	16	77*	·	0.57	·	87*
CN(C)S(=O)(=O)c1ccc(S(=O)(=O)N(CC(=O)Nc2ccccc2)Cc2ccco2)cc1	·	0.6	0.9	7	38	·	0.041	·	12
CN1C(=O)c2cccc3c(Cl)ccc(c23)C1=O	20	1.1	0.8	0	-10	3	-0.013	17	16
COc1ccc(C(=O)Sc2ccc(C)cc2)cc1OC	-10	1.1	0.7	·	-10	47	-0.023	0	25
CN(CCC#N)C(=O)Cn1nc(Cc2ccncc2)c2ccccc2c1=O	4	0.9	1.1	7	7	-2	1	-38	-7
O=C(COc1nnnc2ccccc12)N1CCCc2ccccc21	-16	0.6	0.6	5	36	8	-0.18	-25	39
O=C(O)c1cc2c(s1)CCCC2	-11	1.1	1.2	11	-12	-9	0.59	·	-22
CC(C)COc1ccc(C2NC(=O)NC2=O)cc1 (stereo unspecified)	10	1.1	1	8	-10	-33	-0.11	10	4
Cc1cc(N2CCN(c3ccccn3)CC2)n2c(nc3ccccc32)c1C#N	12	1	0.9	7	0	17	-0.02	-19	5
O=C(C1CCN(C2CC(=O)N(c3cccc(Cl)c3)C2=O)CC1)N1CCCCCC1 (stereo unspecified)	-6	0.7	0.9	0	32	26	-0.0046	-16	9
CCOc1cc(NC(=O)c2ccco2)c(OCC)cc1NC(=O)CCc1ccc(OC)cc1	·	1.1	1.1	-3	-10	·	·	·	-11
Cc1c(Cc2ccccc2)c(=O)oc2cc(OCc3nn[nH]n3)ccc12	-13	0.6	1.1	-2	44	5	-0.49	2	-13
CCCc1cc(NCCCN2CCOCC2)n2c(nc3ccccc32)c1C#N	-7	·	·	-1	·	9	-0.33	9	·
Cc1c(C(=O)Nc2ccc(C(=O)O)cc2)cnn1C	11	1	1.1	·	0	-12	-0.011	13	-6
COC(=O)c1ccc(/C=N/NC(=O)CC(=O)NC(C)C)cc1	1	0.9	0.9	·	12	-3	-1.8	-12	6
